NSD2 block = blocks human NSD2 histone methyltransferase activity; hit rate 0.07% among 44,000; O96028; NSD2-SET H3K36me1 DELFIA fluorescence, biochemical; inhibition, % at 12.5 µM; in the data active = inhibition above about 54%, passing the limit was not always enough;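 also: inhibitors reduce the monomethyl H3K36 fluorescence signal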
An asterisk follows results filed as active.

NSD2 block	Structure
0	C[C@@H]1CN([C@H](C)CO)C(=O)Cc2cc(NC(=O)C3CC3)ccc2O[C@@H]1CN(C)C(=O)Nc1ccc(C(F)(F)F)cc1
-5	C[C@H](CO)N1C[C@H](C)[C@H](CN(C)Cc2ccncc2)Oc2ncc(/C=C/c3ccccc3)cc2C1=O
-3	C[C@@H]1CN([C@@H](C)CO)C(=O)c2cc(NC(=O)c3ccncc3)ccc2O[C@H]1CN(C)S(C)(=O)=O
-24	COc1ccc(-c2cnc3c(c2)C(=O)N([C@H](C)CO)C[C@@H](C)[C@@H](CN(C)Cc2ccc(C(=O)O)cc2)O3)cc1
1	CC1=CCC(C(=O)O)C(C(=O)Nc2cccnc2)C1 (stereo not drawn)
1	C[C@H](CO)N1C[C@H](C)[C@H](CN(C)S(=O)(=O)c2cccs2)Oc2ccc(NC(=O)c3ccncc3)cc2CC1=O
-17	COc1ccc(CN(C)C[C@H]2Oc3ccc(NS(=O)(=O)c4ccc(Cl)cc4)cc3C(=O)N([C@@H](C)CO)C[C@@H]2C)cc1
8	COc1ccc(S(=O)(=O)N(C)C[C@H]2Oc3ccc(N(C)C)cc3CC(=O)N([C@H](C)CO)C[C@@H]2C)cc1
0	C[C@H](CO)N1C[C@H](C)[C@@H](CN(C)CC2CCOCC2)Oc2ncc(C#CCc3ccccc3)cc2C1=O
3	CC(=O)N(C)C[C@H]1Oc2ncc(C#C[C@H](C)O)cc2C(=O)N([C@H](C)CO)C[C@@H]1C
-3	C/C=C/c1ccc2c(c1)O[C@H](CN(C)C(=O)Cc1ccccn1)[C@@H](C)CN([C@@H](C)CO)S2(=O)=O
2	CC(C)NC(=O)N(C)C[C@H]1OCCCC[C@@H](C)Oc2ccc(NS(C)(=O)=O)cc2C(=O)N([C@H](C)CO)C[C@H]1C
-3	C[C@H](CO)N1C[C@H](C)[C@@H](CN(C)Cc2ccncc2)OCCCC[C@H](C)Oc2ccc(NS(=O)(=O)c3ccccc3)cc2C1=O
-4	CC(C)NC(=O)N(C)C[C@@H]1Oc2cc(C3=CCCC3)ccc2S(=O)(=O)N([C@H](C)CO)C[C@@H]1C
-1	COc1ccc(S(=O)(=O)Nc2ccc3c(c2)CC(=O)N([C@H](C)CO)C[C@H](C)[C@@H](CN(C)S(=O)(=O)c2c(C)noc2C)O3)cc1
4	C[C@@H]1CN([C@@H](C)CO)C(=O)c2cc(NC(=O)C3CC3)ccc2O[C@@H]1CN(C)S(=O)(=O)c1ccc(F)cc1
5	CN(C)C(=O)C[C@@H]1CC[C@H](NC(=O)C2CC2)[C@@H](CO)O1
1	COc1ccc(CN(C)C[C@@H]2Oc3ccc(NC(=O)Nc4ccc(OC)cc4)cc3C(=O)N([C@@H](C)CO)C[C@H]2C)cc1
0	C[C@H](CO)N1C[C@H](C)[C@@H](CN(C)C)Oc2ccc(NS(C)(=O)=O)cc2CC1=O
-4	C[C@@H]1CN([C@H](C)CO)C(=O)c2cc(NC(=O)C3CC3)ccc2O[C@H]1CN(C)C(=O)NC1CCCCC1
16	O=C(N/N=C/c1cc(O)ccc1[N+](=O)[O-])c1ccccn1
8	C[C@H](NC(=O)C[C@@H]1CC[C@@H](NC(=O)c2cccnc2)[C@@H](CO)O1)c1ccccc1
-1	C[C@@H]1CN([C@H](C)CO)C(=O)c2cccc(NC(=O)C3CCOCC3)c2O[C@@H]1CN(C)CC1CCCCC1
1	COc1ccc(NC(=O)Nc2ccc3c(c2)C(=O)N([C@H](C)CO)C[C@@H](C)[C@H](CN(C)S(=O)(=O)c2ccccc2)O3)cc1
-67	C[C@H](CO)N1C[C@H](C)[C@@H](CN(C)C(=O)CN(C)C)Oc2cc(-c3cccnc3)ccc2S1(=O)=O
3	C[C@H]1CN([C@@H](C)CO)S(=O)(=O)c2ccc(-c3cncnc3)cc2O[C@@H]1CN(C)Cc1cncnc1
6	COc1ccccc1C#Cc1ccc2c(c1)O[C@H](CN(C)Cc1ccncc1)[C@@H](C)CN([C@H](C)CO)S2(=O)=O
2	C[C@@H]1CCCCO[C@@H](CN(C)Cc2ccncc2)[C@@H](C)CN([C@@H](C)CO)C(=O)c2cc(NS(=O)(=O)c3ccc(Cl)cc3)ccc2O1
-1	CN(C)c1c(F)cc(C(=O)NC(=O)NC2=NCCS2)cc1F
3	Cc1ccc(S(=O)(=O)N(C)C[C@H]2Oc3c(NS(C)(=O)=O)cccc3C(=O)N([C@@H](C)CO)C[C@@H]2C)cc1
1	Cc1noc(C)c1NC(=O)Nc1cccc2c1O[C@@H](CN(C)Cc1ccc(Oc3ccccc3)cc1)[C@@H](C)CN([C@H](C)CO)C2=O
-4	Cc1noc(C)c1S(=O)(=O)Nc1ccc2c(c1)CC(=O)N([C@@H](C)CO)C[C@@H](C)[C@H](CN(C)C(=O)Nc1ccccc1)O2
-1	C[C@H]1CN([C@@H](C)CO)S(=O)(=O)c2ccc(C#CC3CC3)cc2O[C@@H]1CN(C)C(=O)c1cnccn1
1	Cc1noc(C)c1S(=O)(=O)Nc1ccc2c(c1)CC(=O)N([C@@H](C)CO)C[C@H](C)[C@@H](CN(C)S(=O)(=O)c1ccc(F)cc1)O2
-1	C[C@H]1CCCCO[C@H](CN(C)CC2CCCCC2)[C@@H](C)CN([C@@H](C)CO)C(=O)c2cc(NS(C)(=O)=O)ccc2O1
8	C[C@H]1CN([C@@H](C)CO)C(=O)CCCn2cc(nn2)CO[C@H]1CN(C)C(=O)Nc1ccc2c(c1)OCCO2
1	C[C@@H]1CN([C@@H](C)CO)C(=O)c2cc(NS(C)(=O)=O)ccc2O[C@H]1CN(C)C(=O)NC1CCCCC1
1	Cc1ccccc1-c1cnc2c(c1)C(=O)N([C@H](C)CO)C[C@@H](C)[C@@H](CN(C)C(=O)c1ccncc1)O2
7	C[C@H]1CN([C@@H](C)CO)S(=O)(=O)c2ccc(-c3ccccc3)cc2O[C@@H]1CN(C)C(=O)CC1CC1
-2	C[C@@H]1CN([C@@H](C)CO)C(=O)c2cc(-c3cccc(C(=O)N(C)C)c3)cnc2O[C@H]1CN(C)C(=O)Cc1ccccn1
2	CC(C)NC(=O)Nc1ccc2c(c1)CC(=O)N([C@@H](C)CO)C[C@@H](C)[C@H](CN(C)Cc1ccc(Cl)c(Cl)c1)O2
-1	CC1(C)Cc2c(c(N3CCOCC3)nc3sc(C(=O)O)cc23)CO1
2	C[C@H](CO)N1C[C@H](C)[C@@H](CN(C)S(=O)(=O)c2ccc(F)cc2)Oc2ccc(NS(C)(=O)=O)cc2CC1=O
-2	O=C(C[C@H]1C[C@H]2c3cc(NC(=O)CC4CC4)ccc3O[C@H]2[C@H](CO)O1)NCc1ccccn1
7	C[C@@H]1CN([C@H](C)CO)C(=O)c2cc(NS(=O)(=O)c3ccc(F)cc3)ccc2O[C@H]1CN(C)Cc1ccncc1
-6	C[C@H]1CN([C@@H](C)CO)C(=O)Cc2cc(NS(=O)(=O)c3cn(C)cn3)ccc2O[C@@H]1CN(C)C(=O)Nc1cccc2ccccc12
0	Cc1noc(C)c1S(=O)(=O)Nc1cccc2c1O[C@@H](CN(C)C(=O)Nc1cccc3ccccc13)[C@@H](C)CN([C@H](C)CO)C2=O
0	C[C@H](CO)N1C[C@H](C)[C@H](CN(C)C(=O)Nc2ccc3c(c2)OCO3)Oc2ccc(NS(=O)(=O)c3cccs3)cc2C1=O
2	CNC[C@H]1Oc2c(NS(=O)(=O)c3c(C)noc3C)cccc2C(=O)N([C@H](C)CO)C[C@H]1C
-4	C[C@H]1CN([C@@H](C)CO)C(=O)Cc2cc(NC(=O)C3CCCCC3)ccc2O[C@H]1CN(C)Cc1ccc2c(c1)OCO2

Some of these compounds in order of SMILES length, ascending:
NSD2 block	Structure
-1	C[C@@H]1CN([C@H](C)CO)C(=O)c2cccc(NC(=O)C3CCOCC3)c2O[C@@H]1CN(C)CC1CCCCC1
-6	C[C@H]1CN([C@@H](C)CO)C(=O)Cc2cc(NS(=O)(=O)c3cn(C)cn3)ccc2O[C@@H]1CN(C)C(=O)Nc1cccc2ccccc12
-1	COc1ccc(S(=O)(=O)Nc2ccc3c(c2)CC(=O)N([C@H](C)CO)C[C@H](C)[C@@H](CN(C)S(=O)(=O)c2c(C)noc2C)O3)cc1

The results go on:
NSD2 block	Structure
1	Cc1ccc(S(=O)(=O)N(C)C[C@H]2Oc3ccc(NC(=O)CCCN(C)C)cc3C(=O)N([C@H](C)CO)C[C@H]2C)cc1
3	Cc1ccc(-c2ccc3c(c2)O[C@H](CN(C)Cc2cccc(C(=O)O)c2)[C@H](C)CN([C@@H](C)CO)S3(=O)=O)cc1
-1	CCCC#Cc1ccc2c(c1)O[C@@H](CN(C)C)[C@H](C)CN([C@@H](C)CO)S2(=O)=O
3	C[C@@H]1CN([C@@H](C)CO)C(=O)CCCn2nncc2CO[C@@H]1CN(C)S(=O)(=O)c1ccccc1
9	C[C@@H]1CN([C@H](C)CO)S(=O)(=O)c2ccc(C#CCC3CCCC3)cc2O[C@@H]1CN(C)C(=O)CN(C)C
-2	C[C@H](CO)N1C[C@H](C)[C@H](CN(C)S(C)(=O)=O)Oc2c(NS(=O)(=O)c3cccs3)cccc2C1=O
-5	CNC[C@H]1Oc2ncc(C#Cc3ccccc3F)cc2C(=O)N([C@H](C)CO)C[C@H]1C
-6	C[C@@H]1CN([C@H](C)CO)S(=O)(=O)c2ccc(/C=C/c3ccccc3)cc2O[C@@H]1CN(C)C(=O)NC1CCCCC1
0	C[C@H]1CCCCO[C@@H](CN(C)C(=O)c2ccncc2)[C@@H](C)CN([C@@H](C)CO)C(=O)c2cc(NS(=O)(=O)c3ccccc3)ccc2O1
11	C[C@H](CO)N1C[C@H](C)[C@H](CN(C)Cc2ccc(-c3ccccc3)cc2)Oc2c(NC(=O)Nc3ccc4c(c3)OCO4)cccc2C1=O
1	O=C(C[C@H]1C[C@@H]2c3cc(NC(=O)CC4CC4)ccc3O[C@@H]2[C@@H](CO)O1)NCC(F)(F)F
2	C[C@@H]1CN([C@H](C)CO)C(=O)c2cc(-c3cncnc3)cnc2O[C@@H]1CN(C)C(=O)Cc1ccccc1
1	C[C@@H]1CN([C@H](C)CO)C(=O)Cc2cc(NS(C)(=O)=O)ccc2O[C@H]1CN(C)C(=O)NC1CCCCC1
2	COc1ccc(S(=O)(=O)N(C)C[C@@H]2Oc3cc(-c4ccccc4OC)ccc3S(=O)(=O)N([C@H](C)CO)C[C@H]2C)cc1
6	COc1ccc(NC(=O)N(C)C[C@H]2OCCCC[C@@H](C)Oc3ccc(NS(C)(=O)=O)cc3C(=O)N([C@@H](C)CO)C[C@@H]2C)cc1
0	CC(=O)[C@@]1(O)CCC2C3CCC4=CC(=O)CC[C@]4(C)C3CC[C@@]21C (stereo partly drawn)
3	C[C@]12CCC(=O)C=C1CC[C@@H]1[C@@H]2C(=O)C[C@@]2(C)[C@H]1CC[C@]2(O)C(=O)CO
-4	O=C(C[C@@H]1C[C@@H]2c3cc(NS(=O)(=O)c4ccc(F)cc4)ccc3O[C@@H]2[C@@H](CO)O1)NCc1ccccc1F
1	COc1ccc(NC(=O)N(C)C[C@H]2Oc3ccc(NC(=O)CCCCCC(=O)Nc4ccccc4N)cc3C(=O)N([C@H](C)CO)C[C@@H]2C)cc1
47	CC(C)NC(=O)N(C)C[C@@H]1OCCCC[C@@H](C)Oc2ccc(NS(C)(=O)=O)cc2C(=O)N([C@H](C)CO)C[C@H]1C
2	C[C@H](CO)N1C[C@H](C)[C@@H](CN(C)Cc2ccccn2)Oc2ncc(-c3cccc(F)c3)cc2C1=O
2	Cc1ccc2nsnc2c1S(=O)(=O)NC(C)c1ccccc1 (stereo not drawn)
0	COc1ccc(S(=O)(=O)N(C)C[C@H]2OCCCC[C@H](C)Oc3ccc(NC(=O)Nc4ccc5c(c4)OCO5)cc3C(=O)N([C@@H](C)CO)C[C@@H]2C)cc1
3	C[C@@H]1CN([C@@H](C)CO)C(=O)c2cc(NC(=O)CCC(F)(F)F)ccc2O[C@@H]1CN(C)S(=O)(=O)c1ccc(F)cc1
5	C[C@@H]1CCCCO[C@@H](CN(C)C(=O)Cc2ccccc2)[C@H](C)CN([C@@H](C)CO)C(=O)c2cc(NS(=O)(=O)c3ccccc3)ccc2O1
4	Cc1ccc(S(=O)(=O)N(C)C[C@@H]2Oc3ccc(NC(=O)CCC(F)(F)F)cc3CC(=O)N([C@H](C)CO)C[C@H]2C)cc1
4	C[C@H](CO)N1C[C@H](C)[C@H](CN(C)C(=O)Cc2ccccn2)Oc2ncc(-c3cccc(C(=O)N(C)C)c3)cc2C1=O
13	C[C@H](CO)N1C[C@H](C)[C@@H](CN(C)C)Oc2cc(Br)ccc2S1(=O)=O
5	C[C@@H]1CN([C@H](C)CO)S(=O)(=O)c2ccc(-c3ccc(C(=O)N(C)C)cc3)cc2O[C@@H]1CN(C)C(=O)C1CCC1

Taken from above.
Result of C[C@H](CO)N1C[C@H](C)[C@H](CN(C)C(=O)Cc2ccccn2)Oc2ncc(-c3cccc(C(=O)N(C)C)c3)cc2C1=O under NSD2 block: 4
Result of C[C@@H]1CN([C@H](C)CO)S(=O)(=O)c2ccc(-c3ccc(C(=O)N(C)C)cc3)cc2O[C@@H]1CN(C)C(=O)C1CCC1 under NSD2 block: 5
Result of Cc1ccc(S(=O)(=O)N(C)C[C@@H]2Oc3ccc(NC(=O)CCC(F)(F)F)cc3CC(=O)N([C@H](C)CO)C[C@H]2C)cc1 under NSD2 block: 4
Result of C[C@H](CO)N1C[C@H](C)[C@@H](CN(C)C)Oc2cc(Br)ccc2S1(=O)=O under NSD2 block: 13

Molecules shown so far containing a Cl atom (three):
NSD2 block	Structure
-17	COc1ccc(CN(C)C[C@H]2Oc3ccc(NS(=O)(=O)c4ccc(Cl)cc4)cc3C(=O)N([C@@H](C)CO)C[C@@H]2C)cc1
2	C[C@@H]1CCCCO[C@@H](CN(C)Cc2ccncc2)[C@@H](C)CN([C@@H](C)CO)C(=O)c2cc(NS(=O)(=O)c3ccc(Cl)cc3)ccc2O1
2	CC(C)NC(=O)Nc1ccc2c(c1)CC(=O)N([C@@H](C)CO)C[C@@H](C)[C@H](CN(C)Cc1ccc(Cl)c(Cl)c1)O2

Bioassay records: PubChem, Broad Institute

Some of the compounds tested; count on the stated rates, not on these rows.
